# Source: PubChem BioAssay
# PfHsp40 rescue – compounds rescuing yeast from Plasmodium falciparum HSP40 toxicity. S. cerevisiae expressing PfHsp40, growth rescue, ATP luminescence. growth rescue, % at 12.5 µM. 0.68% of 340,000 active. AID 504582; in the data active = growth rescue above about 28%, passing the limit was not always enough;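 also: yeast W303a lacking pdr1 and pdr3 grown in galactose medium; growth measured after three days at 30 °C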
# PriA SSB inh – K. pneumoniae PriA-SSBct interaction inhibition. AlphaScreen SSBct-PriA binding, biotinylated peptide. AID 1272365. 0.6% of 430,000 active. inhibition, % at 33 µM; in the data active = inhibition mostly above about 37%, no sharp cut-off; inactive = mostly below about 20%;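 also: plate controls were negative control peptide for no effect and reference peptide for full effect; strong numbers were not always called active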
# Vc quorum ag – induces V. cholerae light production without autoinducers; V. cholerae BH1578 lux reporter, luminescence, 6 h; activation, % at 18.7 µM; 0.16% of 350,000 active; AID 588436; in the data active = activation mostly above about 9.7%, no sharp cut-off; also: not every result past the cut was called active; inactives centre near 0; reference of the scale not given here
# SARS 3CLpro inh – SARS-CoV 3CLpro protease inhibition; P0C6X7; recombinant SARS-CoV 3CLpro, quenched FRET peptide cleavage; inhibition, % at 6 µM; 0.14% of 290,000 active; in the data active = inhibition above about 12%
# TcdB inh – TcdB glycohydrolase inhibition. 0.24% of 350,000 active. TcdB glycohydrolase enzymatic assay, plate reader. inhibition, % at 9.99 µM. P18177; in the data active = inhibition above about 10%
# MazEF act – activators of E. coli MazEF toxin-antitoxin RNase | FAM/BHQ RNA-DNA oligo cleavage fluorescence, 5 h | activation, % at 20 µM | 0.32% of 350,000 active | AID 504720; in the data active = activation above about 50%
# Target sequence (P0AE70 whole entry, looked up): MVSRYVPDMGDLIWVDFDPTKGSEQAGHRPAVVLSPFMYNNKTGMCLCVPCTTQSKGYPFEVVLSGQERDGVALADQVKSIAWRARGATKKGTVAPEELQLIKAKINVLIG
# DUSP3 inh – inhibitors of human VHR1 phosphatase (DUSP3); recombinant VHR phosphatase, pNPP absorbance; 0.52% of 290,000 active; AID 1654; inhibition, % at 13.3 µM; P51452; in the data active = inhibition above about 50%; also: some compounds called inactive have numbers as strong as hits
# Rv3671c protease – Rv3671c (M. tuberculosis) protease inhibition | 0.048% of 320,000 active | inhibition, % at 5.96 µM; in the data active = inhibition above about 38%;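 also: extracellular domain of Rv3671c used as enzyme; 0% = enzyme with DMSO and 100% = no enzyme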
# Y pestis TopoI – inhibitors of Yersinia pestis topoisomerase I; 0.064% of 360,000 active; activity, % at 10 µM; Y. pestis Topo-I cleavage product accumulation, plate reader; in the data active = activity above about 50%, passing the limit was not always enough; also: inactives centre near 2
# Anthrax LF inh2 – anthrax lethal factor protease inhibition; multiplex microsphere protease cleavage assay, LF; P15917; inhibition, % at 10 µM; AID 588501; 0.12% of 360,000 active; in the data active = inhibition above about 30%; also: plate controls were buffer without enzyme for full effect and enzyme alone for no effect
# Target sequence (P15917 whole entry, looked up): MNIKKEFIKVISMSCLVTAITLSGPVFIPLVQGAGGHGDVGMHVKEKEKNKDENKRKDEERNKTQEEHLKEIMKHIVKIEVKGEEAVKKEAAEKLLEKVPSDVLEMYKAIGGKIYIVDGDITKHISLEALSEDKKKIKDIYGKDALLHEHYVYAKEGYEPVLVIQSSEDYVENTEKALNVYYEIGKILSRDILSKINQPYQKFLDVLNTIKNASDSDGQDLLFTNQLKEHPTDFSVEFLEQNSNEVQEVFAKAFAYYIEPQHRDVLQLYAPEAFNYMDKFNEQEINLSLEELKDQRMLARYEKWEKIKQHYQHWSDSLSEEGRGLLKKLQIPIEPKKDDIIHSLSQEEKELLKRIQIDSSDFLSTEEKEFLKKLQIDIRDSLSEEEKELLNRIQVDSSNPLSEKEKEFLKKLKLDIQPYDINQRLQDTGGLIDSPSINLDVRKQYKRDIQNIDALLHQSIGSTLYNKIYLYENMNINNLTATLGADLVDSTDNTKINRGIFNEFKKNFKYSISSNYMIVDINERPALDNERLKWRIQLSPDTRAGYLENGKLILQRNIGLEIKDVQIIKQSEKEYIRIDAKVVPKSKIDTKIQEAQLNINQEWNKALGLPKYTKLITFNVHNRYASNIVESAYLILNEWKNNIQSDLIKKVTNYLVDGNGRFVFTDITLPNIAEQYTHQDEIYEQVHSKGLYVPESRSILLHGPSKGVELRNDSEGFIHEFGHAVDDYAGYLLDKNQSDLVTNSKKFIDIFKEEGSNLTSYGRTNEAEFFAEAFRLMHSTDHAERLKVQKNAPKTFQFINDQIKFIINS
# An asterisk follows results filed as active; i = inactive; · = not tested or not shown.
compound,Vc quorum ag,SARS 3CLpro inh,PriA SSB inh,Anthrax LF inh2,MazEF act,Rv3671c protease,Y pestis TopoI,DUSP3 inh,PfHsp40 rescue,TcdB inh
C[C@H](CO)N1C[C@H](C)[C@@H](CN(C)C(=O)Nc2ccccc2)Oc2c(NC(=O)NC3CCCCC3)cccc2C1=O,-0.6,·,-7,-2,6,-2,18,·,2.0,0.5
CC(=O)Nc1nc(-c2cc([N+](=O)[O-])cs2)cs1,-0.4,2,-5,-1,9,-9,4,36,0.2,6.5
CCCCc1nc2ccccc2c(=O)n1-c1ccccc1[N+](=O)[O-],-6.2,2,21,-4,-1,-11,-17,24,-1.2,·
N#Cc1ccccc1NC(=O)CNc1cc(S(=O)(=O)N2CCOCC2)ccc1NCC1CCCO1 (centres undefined),-1.4,·,-7,8,8,·,13,·,-0.4,2.2
c1ccc2c(c1)nnn2Cn1nnc2ccccc21,i,·,·,5,7,·,4,·,·,0.3
COc1cccc(OC)c1NC(=O)C1CCCN1C(=O)Nc1cccc(Cl)c1 (centres undefined),i,7,-7,4,5,2,10,1,-2.7,-3.0
Cc1ccc(C(=O)COC(=O)c2cn(-c3ccccc3)nc2-c2ccccc2)cc1[N+](=O)[O-],-0.2,2,4,-1,-7,-16,0,-4,1.4,0.9
COc1ccc(CNC(=O)C2CC(c3ccc(OC)cc3)=NO2)cc1 (centres undefined),i,-2,-10,-2,-1,4,-3,17,0.4,·
CCCn1c(SCC(=O)Nc2ccc(OC)cc2)nnc1-c1ccncc1,i,-6,8,12,-2,-5,9,20,0.6,·
O=C(O)c1cc(-c2ccc(Cl)c(Cl)c2)n(-c2ccc(F)cc2)n1,1.4,1,-11,1,-9,-3,-3,26,-1.6,0.9
O=C(O)c1cc(Oc2ccc(C(F)(F)F)cc2Cl)ccc1[N+](=O)[O-],-0.4,·,-5,-6,-4,-2,2,·,0.2,2.4
O=C(Cn1nnc(-c2ccccc2)n1)OC1CCOC1=O (centres undefined),i,-5,-4,2,4,0,3,19,-1.2,·
C#CCNC(=O)C1=C[C@@H](c2coc3ccccc3c2=O)[C@H](CCCO)[C@@H](OCC)O1,-10,1,-12,12,2,2,-10,10,18,-3.4
O=C(NNC1=NCCCCC1)c1cccc([N+](=O)[O-])c1,-0.5,-3,0,-1,-20,4,2,11,-0.7,0.7
COc1cccc(CN2CC(C(=O)NCCSc3nnnn3C)CCC2=O)c1 (centres undefined),-0.4,5,3,-1,-8,-3,1,20,0.9,2.0
Cc1[nH]c2ccccc2c1C(=O)COC(=O)C1CC(O)CN1S(=O)(=O)c1ccc(Cl)cc1 (centres undefined),-5.9,·,0,-10,0,7,26,·,2.8,-0.2
O=C(CSc1nc2ccccc2c(=O)n1-c1ccc(F)cc1)Nc1ccc(Cl)c(S(=O)(=O)N2CCOCC2)c1,i,1,-11,1,-4,-72,2,3,-0.9,-0.1
CCc1cc(C(=O)OC)c(NC(=O)CC2Nc3cc(C)c(C)cc3NC2=O)s1 (centres undefined),-2.7,-2,2,-2,153*,-4,1,21,-1.1,0.5
COCCNC(=O)Cn1ccc2cc(S(=O)(=O)N3CCCCCC3)ccc21,0.9,-2,-25,-3,9,-5,3,30,1.2,2.0
COc1ccc2c(C)cc(SCC(=O)Nc3c(C)n(C)n(-c4ccccc4)c3=O)nc2c1,i,0,-3,-3,0,-9,5,36,-0.5,·
CN(C(=O)COC(=O)COc1ccccc1F)C1CCS(=O)(=O)C1 (centres undefined),5.9,-9,-11,-12,7,-5,2,-5,1.1,·
CCN(CC)CCCNC(=O)c1c(O)c2cc(F)cc3c2n(c1=O)C(C)CC3 (centres undefined),1.7,-2,-17,-4,0,10,-10,2,-0.1,1.0
Cc1ccc(S(=O)(=O)NCC(=O)N2CCOCCOCCOCC2)cc1,-0.3,0,-7,-4,-15,-7,-1,30,-0.8,1.0
C=CCNC(=O)[C@H]1N2C(=O)c3ccccc3C2SC1(C)C (some centres undefined),-0.8,-5,-10,9,14,-1,-6,-8,·,0.6
Cc1ccc2nc(N/C(=N/S(=O)(=O)c3ccc(F)cc3F)c3ccccc3)sc2c1,i,10,·,13,-2,-1,7,-5,0.7,1.1
COc1ccc(OC)c(-n2nnnc2SCC(=O)Nc2nc(C)c(C)s2)c1,-1.0,8,-5,-4,-11,-3,21,-12,-1.0,·
O=C(Nc1cnn(Cc2ccc(Cl)cc2)c1)c1ccc([N+](=O)[O-])cc1,-0.2,-2,7,-2,8,-2,-14,19,5.2,·
CN(c1ccc(OCC(=O)OCc2nnc(-c3ccccc3)o2)cc1)S(=O)(=O)c1ccc(Cl)cc1,i,·,1,3,-12,8,26,·,-0.4,3.1
Cc1ccc(-c2nnc3ccc(SCC(=O)N4CCc5ccccc54)nn23)cc1,-0.2,0,-14,2,-144,2,-6,2,-1.1,1.1
COc1cccc(C(=O)N2CCC(O)(c3cccnc3)CC2)c1,-0.2,-1,-6,-1,1,0,0,-3,-0.7,0.7

# Record cards, from the list above:
# O=C(O)c1cc(Oc2ccc(C(F)(F)F)cc2Cl)ccc1[N+](=O)[O-] across the screens: Vc quorum ag: -0.4; SARS 3CLpro inh: ·; PriA SSB inh: -5; Anthrax LF inh2: -6; MazEF act: -4; Rv3671c protease: -2; Y pestis TopoI: 2; DUSP3 inh: ·; PfHsp40 rescue: 0.2; TcdB inh: 2.4
# c1ccc2c(c1)nnn2Cn1nnc2ccccc21 across the screens: Vc quorum ag: i; SARS 3CLpro inh: ·; PriA SSB inh: ·; Anthrax LF inh2: 5; MazEF act: 7; Rv3671c protease: ·; Y pestis TopoI: 4; DUSP3 inh: ·; PfHsp40 rescue: ·; TcdB inh: 0.3

# (list continues)
compound,Vc quorum ag,SARS 3CLpro inh,PriA SSB inh,Anthrax LF inh2,MazEF act,Rv3671c protease,Y pestis TopoI,DUSP3 inh,PfHsp40 rescue,TcdB inh
O=C(C1CCN(c2nc(-c3ccccc3)nc3c2CCC3)CC1)N1CCCC1,i,-5,-10,2,5,-6,34,47,-0.1,1.1
CCOC(=O)c1cnc(N2CCN(c3ccccc3)CC2)[nH]c1=O,i,7,-5,-12,7,·,13,-4,-0.2,-0.5
CCCCCc1c(C)nc(N2CCc3ccccc3C2)[nH]c1=O,25*,3,-15,0,-14,·,2,13,1.0,·
COc1cc(NC(=O)c2sc3ncn(CC(=O)N4CCC(C)CC4)c(=O)c3c2C)cc(OC)c1OC,-0.5,-8,7,5,2,-17,19,25,0.6,1.3
Cc1ccc(O)c(NC(=O)C2=CC(c3cccs3)=NS(=O)(=O)N2C)c1,-0.2,4,6,0,-6,15,-10,21,0.7,1.0
O=C(NCCc1cccs1)C1CC(c2c(Cl)cccc2Cl)=NO1 (centres undefined),i,3,-7,8,2,7,8,5,-0.2,-0.4
CN(CC(=O)Nc1ccc(F)cc1)C(=O)Cc1ccsc1,-1.2,·,-8,-4,1,6,0,·,-0.4,0.6
COc1ccccc1C(=O)NC(=O)COC(=O)Cn1[nH]c(=O)c2ccccc2c1=O,-0.9,·,-4,-2,1,5,-1,·,1.4,0.3
COCC(=O)NNC(=O)c1ccc(OC)cc1,0.4,5,-6,2,5,0,3,12,-1.1,1.4
CN1CCN(c2ccc([N+](=O)[O-])cc2NC(=O)c2ccccc2Cl)CC1,0.0,1,-8,-1,-2,4,2,6,0.5,1.3
COc1ccc(S(=O)(=O)N2CCOCC2)c2ccccc12,-0.5,-2,-3,-7,-1,0,2,21,1.6,0.4
Cc1ccc(-c2nc3cc(NC(=O)C(C)C)ccc3o2)cc1,-0.3,6,-9,1,-14,-2,-4,-2,0.5,·
Cc1ccc(S(=O)(=O)N[C@H](C(=O)OCC(=O)NC(=O)c2cccn2C)C(C)C)cc1,i,·,2,3,2,·,-5,·,1.4,-0.3
COc1ccc(C(=O)NNS(=O)(=O)c2ccccc2)cc1OC,0.8,0,-8,1,-1,0,2,19,0.1,-3.0
CN(C)CCn1c(=O)n(-c2ccc(F)cc2)c(=O)c2c3c(sc21)CCCCC3,i,-5,-7,-23,8,5,-12,-15,-3.0,-0.8
COc1ccc(C2=NN(S(C)(=O)=O)C(c3cccs3)C2)cc1 (centres undefined),1.5,9,-6,0,-16,9,15,25,3.8,-1.8
CCC1([N+](=O)[O-])COC(c2ccc(Cl)cc2)OC1 (centres undefined),i,·,-3,-12,-8,·,-5,·,0.6,-13
Cc1ccc(Sc2cc(C(=O)c3ccccc3C(=O)O)ccc2[N+](=O)[O-])cc1,i,8,13,2,3,-1,8,22,0.6,1.0
O=C(Nc1ccccc1Cl)C1CC(=O)n2c(nc3ccccc32)N1 (centres undefined),·,-1,·,·,·,-1,·,13,·,2.0
O=C(NCCc1nnc2ccc(SCC(=O)N3CCCC3)nn12)c1ccccc1,-1.5,-2,-4,-3,-6,1,2,1,-0.5,1.4
O=c1cc(COc2ncnc3c(Cl)cc(Cl)cc23)nc2sccn12,i,-1,2,-2,-22,8,9,23,-1.6,0.4
O=C1Nc2cc(C(=O)NCCN3CCCCCC3)ccc2S/C1=C\c1ccccc1,-0.4,0,12,0,-29,-22,8,14,-1.0,0.9
COc1cc(OC)cc(-c2cc3ccc(F)cc3cn2)c1,-0.4,·,7,0,4,0,13,·,2.1,2.7
NC(Cc1ccc(F)cc1)c1csc(Nc2cnccn2)n1 (centres undefined),-0.3,·,·,-2,·,·,-3,·,·,1.3
O=C1CCCc2ccccc2N1,i,6,-11,1,4,6,2,-13,0.1,1.0
Nc1cc(=O)[nH]c(SCC(=O)Nc2cc([N+](=O)[O-])ccc2Cl)n1,-0.8,-1,-11,-4,4,-7,4,11,0.1,0.3
O=C(/C=C/c1cccc([N+](=O)[O-])c1)N1CC[C@@]2(O)CCCC[C@H]2C1,-0.4,0,8,9,-20,0,-4,0,1.0,1.6
CC1COc2ccccc2N1C(=O)c1ccc(F)cc1 (centres undefined),1.4,2,-5,2,7,-2,5,16,-0.2,-0.6
O=C(/C=C/c1ccc([N+](=O)[O-])cc1)OCc1cnc(-c2ccccc2)o1,-0.4,2,-3,-2,12,-1,1,27,-0.1,1.3
CCCC1(C(=O)OC)NC(c2ccc(OC)c(OC)c2)C2C(=O)N(c3ccc4c(c3)OCO4)C(=O)C21 (centres undefined),·,-3,-3,-8,-1,-2,-3,18,-0.4,·
COc1cccc(CNC(=O)c2ccccc2-c2ccccc2C(=O)O)c1,i,5,-3,3,3,-5,9,8,0.3,0.8
Cc1cccc(NC2CCCCC2NS(=O)(=O)c2ccccc2)c1 (centres undefined),-3.8,2,12,-2,0,·,-6,16,-0.6,0.6
O=C(COC(=O)CCSc1ccccc1)NCc1ccccc1Cl,-0.3,5,-34,0,-17,2,25,-2,-0.5,·
CN(CCc1ccccc1)C(=O)c1ccc(NC(=O)Cc2cccc(NC(=O)C3CCN(C(=O)CCc4ccccc4)CC3)c2)cc1,-1.1,·,2,2,-15,·,18,·,0.1,-0.5
CC1=C(N2CC2)C(=O)C(CO)=C(N2CC2)C1=O,5.6,·,-20,-1,-6,·,-7,·,1.3,-0.6
O=C(NCc1ccccn1)Nc1cccc(NC(=O)NCc2ccccn2)c1,-3.0,-1,-4,0,-7,-1,-7,-1,-0.2,·
CC(NC(=O)C1CCC(=O)N1Cc1ccc(F)cc1)c1ccc2c(c1)OCCO2 (centres undefined),-0.2,-3,-8,-8,7,3,-5,25,0.0,2.9
Cc1cccc2nc(CSc3nnc4ccccn34)cn12,·,-1,-5,-18,10,-7,0,1,-1.5,·
COc1nc(OC)nc(N2CCC(C(=O)NCc3ccco3)CC2)n1,i,0,-9,0,-7,10,3,2,0.2,·
COC(=O)c1cc(OC)c(OC)cc1NC(=S)N1CCCC1,0.1,0,-8,-4,2,-4,6,2,-0.2,0.7
C1=CCN(c2nc(N3CCOCC3)nc(N3CCCc4ccccc43)n2)CC1,0.6,·,·,-2,-3,·,6,·,·,-1.9

# An excerpt; rates above refer to the full screens.
